Mito fusion act: blocks mitochondrial division or promotes mitochondrial fusion; hit rate 0.23% among 320,000; Potency, µM (top dose mostly 46.1 µM), inactives show top-dose growth rescue (activation), most hits filed as activators; S. cerevisiae fusion-defective mutant growth rescue, CellTiterGlo 48 h;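 also: potency is read from the fitted curve at half-maximal effect; % of control where 0% means no effect; nearly all actives have a fitted effect of over 45% in size; temperature-sensitive fusion mutants such as fzo1-1 at 37 °C on non-fermentable ethanol glycerol medium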
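Temperature-sensitive fusion-defective S. cerevisiae (e.g. fzo1-1, mgm1-5) were grown with compound in YPEG medium (3% ethanol, 3% glycerol) for 48 hours at 37C. Growth rescue was measured as viability by CellTiterGlo luminescence after 10 minutes at ambient.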
USP2a inh: blocks human ubiquitin-specific protease USP2a | USP2 core, Ub-CHOP2 coupled fluorogenic reporter, 485/531 | hit rate 0.01% among 330,000 | Potency, µM (top dose mostly 38.3 µM), without a hit: at the highest dose activity change, negative = inhibition, most hits filed as inhibitors | AID 463254;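 also: potency is read from the fitted curve at half-maximal effect; plate controls were DMSO wells for no effect and full inhibition by NEM control for full effect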
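Deubiquitinase activity read as fluorescence (485/531 nm) after Ub-CHOP2 cleavage activates the enterokinase reporter on its substrate; USP2 core 10nM, Ub-CHOP2 and substrate 25nM each, 30min compound preincubation then 60min RT; data normalized to NEM, curves fitted.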
ELG1 repair inh: blocks ELG1-dependent DNA repair in HEK293T cells. HEK293T ELG1-luciferase reporter, luminescence, 16 h; DNA damage induced by 5-fluorouridine. Potency, µM (series often up to 46.1 µM), without a hit: top-dose activity change, negative = inhibition, actives largely listed as inhibitors. hit rate 2.3% among 330,000. AID 504467; also: potency is read from the fitted curve at half-maximal effect; % is scaled to controls: 0 for no effect and ±100 for the full control effect; nearly all actives have a fitted effect of over 55% in size
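Reporter activity after DNA damage by 5-fluorouridine is monitored. Compound-treated cells incubate 16 hr at 37 °C, then ONE-Glo is added for 30 min before luminescence reading.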
Chronic BCR inh: inhibitors of chronic active B-cell receptor signaling | Potency, µM (doses to about 46.1 µM), without a hit: at the top dose ratio change, negative = lower green/red ratio, actives largely listed as inhibitors | ABC-DLBCL IkBa-CBG/CBR reporter, luminescence ratio, 4 h | hit rate 0.05% among 340,000; active = well fitted inhibition curve with a large enough effect in the signal ratio, with a control signal flat, not every such curve was filed as active; inconclusive = small, poorly fitted or top-dose-only effect, or effect the other way, or a change in a side signal; the % refers to the signal ratio;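 also: potency is read from the fitted curve at half-maximal effect; plate controls were basal doxycycline-induced cells for no effect and cells given 10 µM MG132 for full effect; MG132 reads +100%, hits lower the ratio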
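Doxycycline induced both beetle luciferases in TMD8 lymphoma cells; IKK-driven degradation limits the IkappaBalpha-fused green signal, while red luminescence normalises for cell number and nonspecific effects. Compounds tested up to 46 uM, 4 hrs.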
uPA generation: blocks generation of uPA at the cell surface. hit rate 0.31% among 330,000. cell surface uPA generation assay, qHTS. Potency, µM (top dose mostly 38.3 µM), inactives show at the top dose activity change, negative = inhibition, most hits filed as inhibitors; active = well fitted inhibition curve with a large enough effect; inconclusive = small, poorly fitted or top-dose-only effect; inactive = no such curve, though single readings can be large or run the other way; tested in mouse RAW 264.7 cells; also: potency is read from the fitted curve at half-maximal effect; % is scaled to controls: 0 for no effect and ±100 for the full control effect; nearly all actives have a fitted effect of over 55% in size
TSHR antag: human thyrotropin receptor antagonism | P16473 | hit rate 0.2% among 330,000 | activity change, negative = inhibition, % at 11.5 µM | AID 504810 | TSHR-expressing cells, TSH-stimulated cAMP HTRF, 2 h; hits give low values;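 active = activity change below a set negative limit, meaning inhibition stronger than a set level, cut at about -70% in these data; inconclusive = activity change between two set negative limits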; also: % is scaled to controls: 0 for no effect and ±100 for the full control effect
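Read-out is FRET at 665 nm (cryptate excitation 337 nm) from a cryptate-tagged anti-cAMP antibody, competed by cell cAMP against cAMP-d2. Compounds are tested on freshly harvested TSHR cells challenged with 4nM TSH (EC80) for 2 hours at 37 deg C.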
Tb PFK block: blocks T. brucei phosphofructokinase | O15648 | hit rate 0.17% among 330,000 | AID 485367 | T. brucei PFK, ADP-Glo luminescence | Potency, µM (titrated, usually from 57.5 µM), for inactives: at the highest dose activity, negative = inhibition, hits mostly inhibitors;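 also: potency is read from the fitted curve at half-maximal effect; 0% = uninhibited 1x PFK enzyme wells and -100% = no-enzyme wells; nearly all actives have a fitted effect of over 60% in size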
Target sequence (O15648 whole entry, looked up): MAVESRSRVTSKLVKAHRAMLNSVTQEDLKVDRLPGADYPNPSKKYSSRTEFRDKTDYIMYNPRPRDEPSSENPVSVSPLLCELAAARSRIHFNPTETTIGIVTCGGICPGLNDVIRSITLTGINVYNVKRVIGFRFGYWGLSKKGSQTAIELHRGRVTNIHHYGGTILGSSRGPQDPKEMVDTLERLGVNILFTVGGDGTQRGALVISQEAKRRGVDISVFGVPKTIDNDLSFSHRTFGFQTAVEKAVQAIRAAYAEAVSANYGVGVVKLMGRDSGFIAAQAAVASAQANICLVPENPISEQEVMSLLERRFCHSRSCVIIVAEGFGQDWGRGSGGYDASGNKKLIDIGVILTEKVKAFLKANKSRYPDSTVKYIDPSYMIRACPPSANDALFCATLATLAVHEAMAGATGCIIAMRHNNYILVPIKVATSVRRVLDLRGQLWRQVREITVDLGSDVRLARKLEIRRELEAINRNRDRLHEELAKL
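Luminescent ADP detection (ADP-Glo, two-step: ATP depletion then ADP-to-ATP conversion for luciferase) reported PFK activity after 45 min room-temperature reaction of 1.25 nM enzyme with 0.5 mM F6P and 0.1 mM ATP at pH 8.0.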
B2AR arrestin: agonists driving beta-arrestin recruitment to human beta2-adrenergic receptor. P07550. beta-arrestin recruitment to beta2AR, cell-based reporter. Potency, µM (titrated, usually from 46.1 µM), without a hit: at the highest dose activation, most hits filed as activators. hit rate 0.02% among 330,000. AID 492947;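 also: potency is read from the fitted curve at half-maximal effect; 0% = DMSO controls and full agonism = EC100 isoproterenol or metaproterenol; nearly all actives have a fitted effect of over 65% in size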
Target sequence (P07550 whole entry, looked up): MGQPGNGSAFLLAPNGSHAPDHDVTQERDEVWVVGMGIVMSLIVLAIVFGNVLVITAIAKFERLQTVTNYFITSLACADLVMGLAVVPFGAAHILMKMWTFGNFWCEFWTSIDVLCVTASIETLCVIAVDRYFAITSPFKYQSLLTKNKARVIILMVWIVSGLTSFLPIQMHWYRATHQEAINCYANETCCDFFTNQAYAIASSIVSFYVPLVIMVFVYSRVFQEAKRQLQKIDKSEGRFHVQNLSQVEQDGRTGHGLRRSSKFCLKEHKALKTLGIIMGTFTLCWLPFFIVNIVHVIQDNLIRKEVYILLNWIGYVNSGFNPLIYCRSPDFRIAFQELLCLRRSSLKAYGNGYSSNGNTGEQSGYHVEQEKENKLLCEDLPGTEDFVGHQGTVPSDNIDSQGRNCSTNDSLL
PTAP TSG101 blk: blocks PTAP/TSG101 interaction to inhibit HIV-1 budding; Q99816; Fluorescence polarization, FITC-PTAP peptide / Tsg101 binding; Potency, µM (series often up to 115 µM), for the others: at the top dose activity change, negative = inhibition, most hits filed as inhibitors; 340,000 tested, under 10 active; active = well fitted inhibition curve with a large enough effect in the main read-out, with a control signal flat, not every such curve was filed as active; inconclusive = small, poorly fitted or top-dose-only effect, or effect the other way, or a change in a side signal; inactive = no such curve, though single readings can be large or run the other way; also: potency is read from the fitted curve at half-maximal effect; % of control where 0% means no effect
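Compounds were pin-transferred onto Tsg101 binding domain (10 uM final) in HEPES pH 7.5 buffer, then FITC-PTAP peptide was added at 50 nM final. After 20 min at RT, polarization reported peptide displacement across a qHTS concentration series.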
TCR act: activates T cell receptor signaling; primary human leukocytes, anti-CD3, IL-2 HTRF, 48 h; Potency, µM (series often up to 9.22 µM), for inactives: top-dose activation of IL-2 secretion, usual class: activators; 330,000 tested, under 10 active; also: % of control where 0% means no effect
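IL-2 release read by HTRF sandwich (Eu cryptate donor, d2 acceptor, 665 nm emission) after 48 hr exposure of primary human leukocytes to compound together with anti-CD3 beads in the absence of co-stimulatory signals.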
Eya2 phos inh: inhibitors of human Eya2 phosphatase activity; O00167; recombinant Eya2, OMFP fluorescence dephosphorylation (OMFP is methylfluorescein phosphate); Potency, µM (top dose mostly 76.9 µM), for inactives: at the highest dose activity, negative = inhibition, hits mostly inhibitors; hit rate 0.006% among 330,000; AID 488837; also: potency is read from the fitted curve at half-maximal effect; % is scaled to controls: 0 for no effect and ±100 for the full control effect
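Eya2 (0.2 uM) preincubated 10 min at ambient with compound, then OMFP substrate added at 50 uM; 10 min reaction in 50 mM HEPES pH 7.5, 50 mM NaCl, 5 uM MgCl2, 0.05% BSA, 1 mM DTT. Fluorescence read at Ex 485/Em 525 nm.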
* = called active by the depositor; ? = inconclusive; nt = not tested or not shown; [ ] = another dose, or the depositor's remark. Unless noted, calls follow the shape of the dose curve; as a rule, active = well fitted curve in the direction sought with a large enough effect; inconclusive = small, poorly fitted or top-dose-only effect, or another doubt; inactive = no such curve, though single readings can be large; an effect the other way counts as inactive or inconclusive.

SMILES	Mito fusion act	USP2a inh	ELG1 repair inh	Chronic BCR inh	uPA generation	TSHR antag	Tb PFK block	B2AR arrestin	PTAP TSG101 blk	TCR act	Eya2 phos inh
CCn1ccnc1CNC(=O)C1CCC(=O)N(Cc2cccc(C(F)(F)F)c2)C1 (configuration not stated)	-9%	-1%	-1%	0%	0%	2	-4%	-0.3%	1%	1%	-3%
CCCCOc1ccc(-c2ncc(C(=O)O)c(C)n2)cc1	5%	3%	?	-1%	-8%	-14	-6%	-0.1%	-3%	-4%	-7%
Cc1nc(NC(=O)c2ccccc2[N+](=O)[O-])sc1C(=O)N(C)C	2%	1%	0%	-15%	-5%	17	1%	0.4%	2%	-5%[46.1 µM]	3%
Cc1cccc(CNC(=O)Cn2ccc3cc(S(=O)(=O)N4CCCC4)ccc32)c1	-10%	1%	-2%	3%	0%	-3	0%	0.4%	1%	1%	-2%
Cc1ccc(-c2nc(CNC(=O)c3ccco3)cs2)cc1	-1%	0%	?	1%	-5%	11	3%	-0.3%	0%	-9%	-4%
COc1cc2ncnc(NCc3ccc(F)cc3)c2cc1OC	7%	1%	-25%	?	0%	-2	-9%	-1.1%	-1%	2%	1%
CC(C)CN(CCOc1cccc(N2C(=O)C3=C(CCCC3)C2=O)c1)CC(C)C	-6%	0%	5%	2%	-1%	4	-3%	-0.7%	-6%	-2%[46.1 µM]	-1%
O=C(Nc1cccnc1)c1cccc(NC(=O)c2ccco2)c1	-10%	1%	-19%	5%	0%	5	-1%	-0.1%	-3%	0%	0%
CCOC(=O)N1CCN(C(=O)CSCC(=O)Nc2nc(-c3ccc(OC)cc3)cs2)CC1	-4%	-1%	0%	-11%	nt	-15	-8%	0.1%	-1%	-8%	13%
Cc1cc(C)cc(N(CC(=O)NCC2CCCO2)C(=O)CCC(=O)Nc2nccs2)c1 (configuration not stated)	-1%	2%	1%	-1%	0%	-6	0%	-0.4%	1%	-5%	-10%
COc1ccc(CCNC(=O)c2cc3cccc(OC)c3oc2=O)cc1OC	1%	1%	-21%	-4%	4%	-8	3%	-0.6%	-6%	0%	-8%
CNc1c(NS(=O)(=O)c2ccc(OC)cc2)c(=O)oc2ccccc12	-1%	3%	2%	-6%	2%	0	3%	-0.1%	-5%	-1%	9%
COc1ccc(/C=N/NS(=O)(=O)c2ccc(F)cc2)cc1COc1cc(F)ccc1[N+](=O)[O-]	4%	10%	?	4%	1%	-36	-8%	-0.4%	-1%	-2%	7%
O=C(NC(=S)N1CCN(c2ccc([N+](=O)[O-])cc2)CC1)c1ccco1	0%	0%	-11%	1%	-6%	-12	-3%	-0.6%	-5%	0%	-14%
Cc1c(-n2cc(C(=O)c3ccccc3O)cc(C#N)c2=O)c(=O)n(-c2ccccc2)n1C	3%	0%	?	7%	-5%	4	-7%	0.2%	-5%	nt	-2%
Nc1nc(CCl)nc(N(c2ccccc2)c2ccccc2)n1	-7%	-1%	?	?	0%	6	1%	3.7%	-4%	4%	-8%
CN(C(=O)CSc1nnc(Nc2ccccc2)s1)c1c(N)n(Cc2ccccc2)c(=O)[nH]c1=O	0%	1%	4%	-3%	3%	7	7%	0.1%	-4%	0%	-5%
Nn1c(SCc2cc([N+](=O)[O-])cc3c2OCOC3)nnc1-c1cccnc1	-20%	-1%	-1%	-12%	-3%	1	-2%	0.5%	1%	0%	-4%
Cc1ccc(N2C(=O)C(Cl)=C(NCCO)C2=O)c(C)c1	-6%	1%	3%	?	0%	-8	-3%	-0.1%	-2%	1%	-30%
O=C(CN1C(=O)C2CC=CCC2C1=O)N1CCN(c2ccc([N+](=O)[O-])cc2)CC1 (configuration not stated)	1%	3%	-21%	?	-1%	3	-1%	-0.3%	-2%	-5%	-1%
O=C(COC(=O)c1cc(=O)c2ccccc2o1)NC1CCCCC1	1%	9%	-17%	2%	2%	-1	5%	0.0%	-8%	2%	7%
Cc1cccc(NC(=S)N2CCN(S(C)(=O)=O)CC2)c1	1%	1%	-5%	0%	3%	5	-2%	0.4%	-2%	9%	14%
Cc1cccc(C)c1-n1c(SCC(=O)Nc2ccc(C(=O)O)cc2)nnc1-c1cccc(S(=O)(=O)N(C)C)c1	-2%	1%	6%	6%	15%	-13	1%	0.2%	-9%	-2%	?
CC(C)Cc1ccc(/C(=N/O)C(=O)O)s1	7%	-1%	11%	2%	0%	17	5%	0.8%	0%	-9%	-2%
CCOC(=O)C1=C(C)NC(=O)NC1C1CC=CCC1 (configuration not stated)	-11%	1%	1%	2%	5%	0	20%	0.1%	-1%	2%	4%
More results.
SMILES	Mito fusion act	USP2a inh	ELG1 repair inh	Chronic BCR inh	uPA generation	TSHR antag	Tb PFK block	B2AR arrestin	PTAP TSG101 blk	TCR act	Eya2 phos inh
CCc1nc(SCC(=O)N2c3ccccc3Sc3ccccc32)c2ccccc2n1	2%	-1%	-24%	0%	-2%	2	-1%	0.2%	-9%	-7%	6%
O=C(C[C@@H]1C/C=C\C[C@H](NC(=O)OCC2c3ccccc3-c3ccccc32)C(=O)O[C@H](c2ccccc2)CNC1=O)NCCO	nt	-4%	1%	1%	-21%	2	-2%	-0.3%	nt	-9%	-7%
COCCN(Cc1nnc(-c2cccs2)o1)C(=O)c1cccc(S(=O)(=O)N2CCOCC2)c1	1%	-1%	1%	3%	-18%	-5	0%	0.1%	-6%	-6%	-16%
O=C(NCC1COc2ccccc2O1)c1ccc(-n2cncn2)c([N+](=O)[O-])c1 (configuration not stated)	-6%	-2%	-3%	0%	8%	3	0%	0.0%	-2%	4%	-13%
Cc1ccc(S(=O)(=O)N2CCCc3cc(NC(=O)c4c(F)cccc4F)ccc32)cc1	-11%	0%	23µM*	7%	1%	-32	-1%	0.4%	-3%	-4%	7%
Cc1ccnc(NS(=O)(=O)c2ccc(NC(=O)c3ccc(N4C(=O)CCC4=O)cc3)cc2)n1	-3%	0%	14%	1%	4%	0	0%	0.5%	-10%	0%[46.1 µM]	-5%
COC(=O)C1C(C(C)C)N(c2ccccc2)OC1(C)O (configuration not stated)	0%	2%	13%	1%	2%	6	1%	0.2%	-1%	-17%	7%
CCCCn1c(=O)[nH]c(=O)c2c1nc(-c1ccc(-c3ccc(F)cc3)o1)n2C	4%	-14%	-2%	2%	-1%	0	0%	3.1%	0%	1%	4%
O=C(Cc1ccc(Cl)cc1)NC(=S)Nc1ccccc1O	-9%	1%	?	-4%	30%[activator]	-5	-6%	-0.1%	-2%	-2%	-27%
CS(=O)(=O)c1ccc2nc(NC(=O)C3C4C=CC(C4)C3C(=O)O)sc2c1 (configuration not stated)	0%	0%	?	8%	-2%	4	-1%	-0.3%	-2%	-44%	-10%
COc1ccc(C(=O)C2CCCN(C(=O)c3noc4c3CCCC4)C2)cc1F (configuration not stated)	1%	7%	?	4%	-2%	6	-3%	-0.3%	-4%	11%	-3%
CCN(CC)C(=O)CN(Cc1ccccc1)S(=O)(=O)c1ccc(F)cc1	3%	2%	4%	-8%	3%	3	-3%	0.0%	0%	0%	-17%
CCCn1nnnc1SCC(=O)Nc1sc(C)c(C)c1C#N	-7%	-1%	1%	?	-5%	-25	3%	0.2%	-1%	11%	7%
COc1cc(/C=C(\C#N)c2ccccn2)ccc1OCC(=O)Nc1ccc(Br)cc1	2%	0%	?	0%	-7%	-9	0%	-1.1%	0%	-1%[46.1 µM]	5%
COC(=O)C1(C)NCCc2c1[nH]c1ccccc21 (configuration not stated)	-2%	-1%	13%	1%	-4%	3	-4%	-0.2%	-6%	-1%	-37%
CC(NC(=O)COc1cccnc1[N+](=O)[O-])c1ccc(Cl)cc1 (configuration not stated)	16%	1%	-3%	-13%	-5%	22	-16%	-0.6%	-5%	-3%	6%
O=C(NC(=S)Nc1ccc(S(=O)(=O)N2CCCCCC2)cc1)c1cccs1	-2%	2%	13%	0%	-5%	-23	4%	-0.6%	2%	-5%[46.1 µM]	2%
CCOC(=O)N1CCC(N(CCN(C)C)C(=S)Nc2ccccc2Cl)CC1	-5%	2%	?	-8%	-5%	0	-8%	0.1%	1%	-2%	3%
Cc1cc(C)cc(-n2c(C)cc(/C=N/NC(=O)CN(c3c(C)cccc3C)S(C)(=O)=O)c2C)c1	3%	4%	-3%	1%	-4%	14	-2%	-0.1%	-1%	0%	3%
CCn1c(SCCN2CCOCC2)nc2c1c(=O)n(C)c(=O)n2C	2%	1%	-2%	7%	-4%	0	0%	0.6%	0%	nt	6%

Bioassay records (PubChem)

Compounds were not picked by outcome; about 3% have a hit in one of these screens.
